CHO-K1 Ca antag – counter-screen for M1 antagonists: effect in parental CHO-K1 cells; ATP-induced calcium, Fluo-8 fluorescence; inhibition, % at 3 µM; actives 0.6% (n = 360,000); AID 602250;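 active = inhibition above a per-plate cutoff, the plate's mean sample inhibition plus 3 SD, cut at about 24% in these data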;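 note: 0% = DMSO plus EC80 ATP and 100% = DMSO alone without ATP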
M1 ag parental – counter-screen for M1 agonists: effect in parental CHO-K1 cells | Fluo-8 calcium fluorescence; scaled to maximal ATP response, vehicle zero | activation, % at 3 µM | actives 0.48% (n = 360,000) | AID 602248, 2012; in the data active = activation above about 15%;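 note: untransfected CHO-K1 host cells lacking M1 receptor as counterscreen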
M1 ag – human M1 muscarinic receptor agonists, primary screen, Fluo-8 calcium fluorescence, CHO-K1 cells, HTS; CHO-K1 hM1, agonist mode; 0% DMSO, 100% acetylcholine EC100; activation, % at 3 µM; Muscarinic acetylcholine receptor M1 (Homo sapiens), P11229; AID 588814, 2011; actives 0.33% (n = 360,000);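 active = activation above the run's mean compound activation plus 3 SD, cut at about 16% in these data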;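 note: peak over basal fluorescence ratio within a 140 s kinetic read after compound addition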
Target sequence (P11229 whole entry, looked up): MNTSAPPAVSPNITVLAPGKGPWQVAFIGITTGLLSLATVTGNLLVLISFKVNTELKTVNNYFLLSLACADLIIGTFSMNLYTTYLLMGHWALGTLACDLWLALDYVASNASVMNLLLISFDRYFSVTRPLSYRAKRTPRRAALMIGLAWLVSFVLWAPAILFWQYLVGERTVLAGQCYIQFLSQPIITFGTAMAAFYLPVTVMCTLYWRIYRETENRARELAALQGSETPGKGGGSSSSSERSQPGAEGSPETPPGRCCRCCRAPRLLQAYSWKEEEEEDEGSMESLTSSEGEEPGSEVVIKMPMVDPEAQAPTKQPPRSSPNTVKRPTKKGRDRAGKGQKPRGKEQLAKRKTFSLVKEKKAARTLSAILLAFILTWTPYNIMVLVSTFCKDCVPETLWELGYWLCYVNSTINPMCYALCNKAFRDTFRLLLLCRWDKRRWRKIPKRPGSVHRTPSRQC
CHO parental Ca – ATP-evoked calcium signal inhibitors, parental CHO, primary screen, counter-screen for OX1R antagonist project, cell-based, fluorescence, Fluo-8 calcium dye. inhibition, % at 5.6 µM. parental CHO-K1, ATP-induced calcium, Fluo-8 fluorescence. actives 0.63% (n = 330,000). AID 463079, 2010;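 active = inhibition above that plate's mean sample inhibition plus 3 SD, cut at about 26% in these data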;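 note: 0% = ATP-challenged DMSO wells and 100% = DMSO wells without ATP; some compounds past the cut are filed as inactive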
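material = parental CHO cells | also added = ATP as calcium-mobilizing challenge | dosing = single point at 5.6 µM | detection = intracellular calcium via Fluo-8 no-wash fluorescent dye | read-out = % inhibition | benchmarks = low control ATP plus DMSO, high control DMSO only | repeats = one well per compound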
M4 antag – human M4 muscarinic receptor antagonists, primary screen, CHO cells, Fluo-8 calcium fluorescence | Muscarinic acetylcholine receptor M4 (Homo sapiens), P08173 | CHO-hM4 cells, ACh EC80 | inhibition, % at 3 µM | actives 0.73% (n = 360,000) | AID 624125, 2012;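 active = inhibition above its plate's cutoff, the mean inhibition of sample wells plus 3 SD, cut at about 27% in these data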;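 note: 0% = acetylcholine EC80 with DMSO and 100% = DMSO without agonist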
CHRM4 agonist – human M4 muscarinic receptor agonists, primary screen, CHO-K1 cells, Fluo-8 calcium fluorescence | AID 624127, 2012 | activation, % at 3 µM | Muscarinic acetylcholine receptor M4 (Homo sapiens), P08173 | actives 0.14% (n = 360,000) | CHO-K1 hM4/Gqi5; vehicle 0%, full acetylcholine response 100%;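 active = activation above the run mean over all test wells plus 3 SD, cut at about 32% in these data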;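 note: peak over basal fluorescence ratio per well then scaled between controls; 0% = DMSO wells and 100% = acetylcholine at EC100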
CHRM1 PAM – human M1 muscarinic receptor positive allosteric modulators, primary screen, CHO-K1 cells, Fluo-8 calcium fluorescence, 1536-well. Muscarinic acetylcholine receptor M1 (Homo sapiens), P11229. CHO-K1 hM1, ACh EC20; 0% = ACh EC20, 100% = maximal ACh. activation, % at 3 µM. actives 0.088% (n = 360,000); in the data active = activation above about 19%, passing the limit was not always enough
M1 antag – human M1 muscarinic receptor antagonists, primary screen, CHO-K1 cells, Fluo-8 calcium fluorescence, 1536-well; AID 588852, 2011; CHO-K1 hM1, ACh EC80 antagonist; Muscarinic acetylcholine receptor M1 (Homo sapiens), P11229; inhibition, % at 3 µM; actives 1.3% (n = 360,000);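 active = percent inhibition above its own plate's cutoff, namely the mean of that plate's compound wells plus 3 SD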;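 note: peak over basal fluorescence ratio during 140 s after agonist addition; 0% = ACh EC80 plus DMSO and 100% = DMSO alone without agonist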
OXTR potentiator – human OXTR potentiators, primary screen, fluorescence, CHO-OTR cells, Fluo-8 calcium | Oxytocin receptor (Homo sapiens), P30559 | Fluo-8 calcium fluorescence, potentiator mode; 0% = oxytocin EC15, 100% = EC100 | activation, % at 3 µM | actives 0.061% (n = 320,000) | AID 2445, 2010;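 active = activation above that plate's cutoff, the mean activation of tested compounds plus 3 SD, cut at about 6.6% in these data, passing the limit was not always enough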;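 note: 100% uses oxytocin at 75 nM as the full agonist control; some results filed as inactive read as strong as hits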
Target sequence (P30559 whole entry, looked up): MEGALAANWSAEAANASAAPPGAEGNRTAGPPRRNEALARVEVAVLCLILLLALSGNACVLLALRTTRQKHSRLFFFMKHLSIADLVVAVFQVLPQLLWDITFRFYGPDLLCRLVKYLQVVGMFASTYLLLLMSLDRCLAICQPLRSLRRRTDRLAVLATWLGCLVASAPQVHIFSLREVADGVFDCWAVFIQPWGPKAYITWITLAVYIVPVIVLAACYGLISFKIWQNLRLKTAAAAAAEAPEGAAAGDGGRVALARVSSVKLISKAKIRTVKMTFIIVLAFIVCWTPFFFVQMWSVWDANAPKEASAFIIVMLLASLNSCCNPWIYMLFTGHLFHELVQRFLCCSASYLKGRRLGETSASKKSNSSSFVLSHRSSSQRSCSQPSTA
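assay system = CHO-OTR cells, human receptor | schedule = compound 6 min at room temperature before oxytocin, 100 s read | detection = Fluo-8 intracellular calcium fluorescence, ex 470-495, em 515-575 nm | evaluation = normalized max/min fluorescence ratio, % activation | control set = EC15 oxytocin alone as 0%, 75 nM oxytocin (EC100) as 100%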
The depositor's hits bear a star; · = no result given.

SMILES	CHO-K1 Ca antag	M1 ag parental	M1 ag	CHO parental Ca	M4 antag	CHRM4 agonist	CHRM1 PAM	M1 antag	OXTR potentiator
COc1ccc(C2(C(=O)NCCCN3CCOCC3)CCOCC2)cc1	13	-0.3	-6	-3	3	0	12	-8	-5
COc1ccc(C2CC(c3ccccc3)=NN2C(=O)COC(=O)c2cccc(N)c2)cc1 (stereo not drawn)	-6	3.5	1	6	4	11	6	9	-8
COCCNC(=O)COc1ccc(N(C)S(=O)(=O)c2ccc3ccccc3c2)cc1	0	1.0	-4	-5	-3	3	5	-2	-15
Cc1c(C(=O)NC(C)C)oc2c1-c1[nH]ncc1CC2	-5	0.8	-1	-10	10	1	5	-11	-8
NC(=O)c1cccc(S(=O)(=O)N2CCCCC2)c1	-2	-0.3	-1	-8	-1	1	17	-12	-1
COc1cccc(-c2csc(NC(=O)Oc3ccccc3)n2)c1	12	-0.5	4	-13	-7	-1	17	-33	3
CCn1c(=O)cc(OCC(=O)Nc2ccccc2C#N)c2ccccc21	16	2.8	-8	-11	-1	12	-14	9	-7
COc1ccc(NC(=O)Oc2ccccc2)cc1Cl	-4	2.0	-1	-4	3	3	3	-5	-3
COc1ccc(/C=C2\SC(=S)N(CCC(=O)Nc3cccc(O)c3)C2=O)cc1OC	-7	0.3	-2	-3	-11	0	6	-8	-11
COc1cc(C2c3[nH]c4ccccc4c3C[C@H]3C(=O)N(C4CC4)CC(=O)N23)ccc1OC(C)C (stereo partly drawn)	-8	4.7	-3	-16	4	7	11	-15	-8
CC1CC(C(F)(F)F)n2nc(C(=O)O)cc2N1 (stereo not drawn)	1	0.4	-4	2	11	0	14	-19	0
Cc1ccc(S(=O)(=O)N2C[C@H]3C(=O)C[C@@H](c4ccccc4)N(S(=O)(=O)c4ccc(C)cc4)[C@H]3C[C@H]2c2cccs2)cc1	1	0.2	-3	·	0	0	9	-8	·
Cc1[nH]n(-c2ccccc2)c(=O)c1N=Nc1ccccc1	3	0.1	-3	-11	-1	0	8	-3	-11
Cc1nnc(-c2cccc(Br)c2)c2cn(-c3ccc(Br)cc3)nc12	-8	0.2	-6	-11	6	-2	3	-2	-10
CCCCc1ccc(NC(=O)C(=O)NCCN2CCN(C(=O)c3ccc([N+](=O)[O-])cc3)CC2)cc1	4	8.1	-2	-1	-3	6	-1	5	-5
O=C(CCc1c[nH]c2ccccc12)N1CCN(S(=O)(=O)c2ccc([N+](=O)[O-])cc2)CC1	-9	3.4	-2	·	-13	5	1	-4	·
CCOC(=O)C1=CCN(S(=O)(=O)c2ccccc2F)C1c1ccc(C)cc1 (stereo not drawn)	9	1.4	-7	·	1	-1	-1	3	·
CC(=O)n1cc(N(C(=O)CCl)c2ccc(C)cc2)c2ccccc21	-4	0.4	-5	-6	2	0	16	-16	0
OCCCC1CCCN(Cc2cn[nH]c2-c2ccc(F)cc2F)C1 (stereo not drawn)	-15	1.1	-5	-4	1	0	2	-3	-5
CN(C)S(=O)(=O)c1ccc(NC(=O)CN2CCCCCC2)cc1	-13	0.8	-13	6	8	0	-23	28	-9
CC(NC(=S)NCCc1ccccc1)C(c1cccs1)N1CCN(C)CC1 (stereo not drawn)	2	0.8	-12	-15	1	1	-8	11	-2
COC(=O)c1ccc(C)c(NS(=O)(=O)c2ccc(C)c([N+](=O)[O-])c2)c1	-3	2.5	-2	-17	-1	3	-5	-13	-11
Cc1cc(NC(=O)CSc2nc3ccccc3c(=O)n2Cc2ccccc2)no1	-18	-0.1	-3	-5	7	-1	-2	0	-8
CCSc1nnc(NC(=O)CSc2nnc(CNC(=O)c3ccccc3F)o2)s1	-9	0.2	-6	-5	-6	1	10	-12	-5

Arranged by the number under CHRM1 PAM (falling): three from the list above.
SMILES,M4 antag,CHRM4 agonist,CHRM1 PAM,M1 antag
CC(=O)n1cc(N(C(=O)CCl)c2ccc(C)cc2)c2ccccc21,2,0,16,-16
Cc1nnc(-c2cccc(Br)c2)c2cn(-c3ccc(Br)cc3)nc12,6,-2,3,-2
O=C(CCc1c[nH]c2ccccc12)N1CCN(S(=O)(=O)c2ccc([N+](=O)[O-])cc2)CC1,-13,5,1,-4

Continued.
SMILES	CHO-K1 Ca antag	M1 ag parental	M1 ag	CHO parental Ca	M4 antag	CHRM4 agonist	CHRM1 PAM	M1 antag	OXTR potentiator
CCOC(=O)c1sc(=S)n(Cc2ccccc2)c1N	-7	0.1	-1	-20	-7	5	-2	4	-21
COc1ccc(NS(=O)(=O)c2cc(NC(=O)c3ccco3)ccc2N2CCCCC2)cc1	-1	0.0	-6	-5	4	0	-4	-6	-10
Cc1ccc(C2=NN(C(=O)CSc3nc4ncc(Cl)cc4[nH]3)C(c3ccco3)C2)cc1 (stereo not drawn)	-11	0.1	-2	-22	4	2	19	-22	-1
O=c1[nH]c(-c2ccccn2)nc(C(F)(F)F)c1Br	-2	0.9	-3	1	-7	0	-10	7	7
Cc1nn(C)c(C)c1NC(=O)CC12CC3CC(CC(C3)C1)C2	-1	13	-6	-4	2	2	8	-9	-4
COc1ccc(C)cc1S(=O)(=O)N1CCN(C(=O)c2ncoc2-c2cccc(F)c2)CC1	-16	3.2	0	-18	-12	5	7	-5	-14
O=C(N/N=C/c1ccco1)c1ccc(Br)o1	1	-0.1	-5	-6	13	1	-6	13	1
CC(C)CC(NC(=O)COc1ccccc1)C(=O)O (stereo not drawn)	-10	0.7	-6	-2	-2	1	4	-3	1
CCOc1ccccc1N=c1oc2cc(O)ccc2cc1C(=O)NCC1CCCO1 (stereo not drawn)	-13	1.7	2	-12	-3	3	8	-11	-8
CN1Cc2c(N3CCOCC3)nc(SCc3ccccc3)c(C#N)c2CC1(C)C	-3	0.8	-12	-26	13	4	-3	5	-5
CSc1cccc(NC(=O)COc2ccccc2C)c1	1	0.3	-11	-16	1	0	6	1	-4
CN(C)c1ccc(C=NNC(=S)Nc2ccc(F)cc2)cc1	4	-0.3	-1	·	1	1	7	-9	·
COc1ccc(C(c2c(N)[nH]c(=S)[nH]c2=O)c2c(N)[nH]c(=S)[nH]c2=O)cc1	-3	0.1	-2	2	-3	0	2	-5	-7
CCCn1c2c(c(O)c(C(=O)Nc3ncccc3O)c1=O)CCCC2	14	-0.1	-4	-16	6	0	4	-3	-3
Cc1ccc(F)c(N=Cc2c(O)c3ccccc3oc2=O)c1	3	0.4	-1	-7	8	0	-3	9	3
CCN1CCCC1CNC(=O)C(=O)Nc1cccc(OC)c1 (stereo not drawn)	-15	0.8	-10	-8	-10	1	4	-14	13*
O=C(COc1ccccc1)Nc1ccc2c(c1)Cc1cc(NC(=O)COc3ccccc3)ccc1-2	-6	0.2	-1	-3	7	0	4	-1	-4
CN(Cc1ccccc1)C(CNS(=O)(=O)c1ccccc1)c1ccccc1 (stereo not drawn)	-4	1.1	-4	·	-12	-2	2	-5	·
Cc1ccc(NC(=O)c2ccc(NCCc3ccccc3)c([N+](=O)[O-])c2)cc1F	-7	1.2	-6	-12	4	1	7	-6	0
Cc1cc(=O)oc2cc(OCc3ccc(C(=O)OCC(=O)N(C)C4CCS(=O)(=O)C4)cc3)ccc12 (stereo not drawn)	-21	1.5	-3	-11	4	1	8	-11	-3
Cc1ccc2cc(CCNC(=O)c3c(-c4ccccc4Cl)noc3C)c(=O)[nH]c2c1	-1	1.3	-4	-14	-6	3	1	-4	1
CSCC[C@H](NC(=O)c1ccco1)c1nnc2ccccn12	3	-0.1	-3	17	3	1	-3	7	-12
Cc1ccc2c(=O)cc(C(=O)NC3CCS(=O)(=O)C3)oc2c1 (stereo not drawn)	-6	-0.1	-2	-17	10	1	0	0	-3
N#Cc1ccc(OCC(=O)OCC(=O)c2ccccc2)cc1	-11	-0.1	-5	-4	-2	0	2	-12	-2
C=CCN1C(=O)c2ccc(C(=O)N3CCN(S(=O)(=O)c4ccccc4Br)CC3)cc2C1=O	-3	5.1	-6	-11	-11	8	-7	7	-2
Cc1cc(OCC(=O)NCCN2CCOCC2)c2c(C)c(C)c(=O)oc2c1	-6	0.7	-5	-8	5	1	-2	6	-4
CCC(Sc1nc(C)cc(=O)[nH]1)C(=O)Nc1nnc(C)s1 (stereo not drawn)	9	-0.1	-2	7	7	0	-1	-8	-7
COCCn1nnnc1CN1C2CCCC1CC(NC(C)=O)C2 (stereo not drawn)	-6	-0.2	-2	-12	1	1	9	-13	-5
O=C1CCCC(O)=C1C1C2=C(CCCC2=O)Oc2ccccc21 (stereo not drawn)	6	1.0	-7	-1	-3	0	5	-12	1
COc1ccc(OC)c(CCNC(=O)Cn2nc(C)c3c(C)n(-c4ccc(C)cc4)nc3c2=O)c1	-7	7.8	-12	-22	18	9	-12	2	-11
Cc1cc(C)cc(NC(=S)NC2CC3CCC(C2)N3Cc2ccco2)c1 (stereo not drawn)	-5	6.5	-9	-15	6	3	2	-4	-8
c1ccc(-c2ccc(-c3nc(-c4cccnc4)no3)cc2)cc1	-5	1.3	-2	-6	2	1	-2	5	-1
COc1ccccc1C1CC(=O)NC(C)=C1C(=O)OCC(C)C (stereo not drawn)	-13	-0.5	-6	-13	-5	0	-3	-2	-6
COc1ccc(NC(=S)N(CCCN2CCCC2)Cc2cccs2)cc1	-16	1.1	-8	-6	19	1	-23	55*	-6
Cc1ccc(C(=O)NCC(=O)O)s1	-5	1.9	-2	-19	-1	1	7	-1	-5
Cc1ccc2c(COC(=O)CNS(=O)(=O)c3ccccc3)cc(=O)oc2c1	-18	4.1	-2	-8	-2	6	7	-5	-6
CCS(=O)(=O)Nc1ccc(-c2cc(-c3ccccc3)c3cc(C)ccc3n2)cc1	-9	-0.2	3	-6	7	1	2	-8	-2
CCN(CC)CCOCCOc1ccccc1F	-6	1.1	-9	-12	-2	0	4	-4	5
C/C(=N\N=C(N)N)c1cccc([N+](=O)[O-])c1	7	0.2	-9	4	-15	2	11	-7	-2
CC(=O)N(Cc1ccccc1)c1ccc(C(=O)O)cc1	17	-0.1	0	1	-12	1	0	5	-1
COc1ccc(CC(=O)NCc2n[nH]c(=S)n2-c2ccc(F)cc2)cc1	-9	-0.3	-2	-10	-7	0	5	-4	-8
Nc1c(C(=O)CSc2nnc(COc3ccc(Cl)cc3)o2)c(=O)[nH]c(=O)n1C1CC1	-9	0.4	-1	-20	-7	1	2	-4	-6
COc1cccc(NC(=O)NCC2CCN(Cc3ccc(F)cc3)CC2)c1	-9	1.7	-6	-1	-2	3	3	-6	-16
